Screening results: PubChem BioAssay, National Center for Advancing Translational Sciences (NCATS)
Nrf2 inh: inhibitors of Nrf2 signaling. A549 ARE-Fluc reporter, luciferase luminescence, 18-24 h. Potency, µM (top dose mostly 46 µM), for the others: at the top dose activity change, negative = inhibition, actives largely listed as inhibitors. hit rate 2.1% among 360,000. AID 504444; note: potency is the fitted concentration of half-maximal effect; % is set by controls: 0 for no effect and ±100 for the full control effect; nearly all actives have a fitted effect of over 60% in size
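Nrf2 activity is the BugLite luminescence, read 15 min after reagent at room temperature, following CellTiter-Fluor cytotoxicity readout (30 min, 37C). Compound titrations were applied for 18-24 h to 5000 A549 ARE_Fluc cells/well in 5% FBS OPTI-MEM.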
CCT chaperon mod: changes cytosolic chaperonin activity; purified chaperonin ATPase assay, HTRF ADP detection, 30 min; activity change, % (concentration not given with the values), hits read low; hit rate 0.3% among 360,000; in the data active = activity change below about -30%; note: % is set by controls: 0 for no effect and ±100 for the full control effect
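Enzyme 40 or 20 nM (batch-dependent) in Tris pH 7.4/KCl/MgCl2/DTT; cpd 76 uM single point; ATP 10 uM; 30 min 37 °C; Transcreener ADP HTRF detection, 30 min RT; ratio 665/615.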
Abeta yeast res: restores growth of yeast expressing A-beta42 peptide. yeast expressing A-beta42, growth rescue, OD600, 48 h; response scale: 0% DMSO, 100% iron-clioquinol control. Potency, µM (highest dose often 46.1 µM), for inactives: at the top dose growth rescue, most hits filed as activators. hit rate 0.063% among 410,000. AID 1347071; note: potency is the fitted concentration of half-maximal effect; nearly all actives have a fitted effect of over 55% in size
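Yeast A-beta toxicity model in growth medium with pinned compounds, 48 h at 30 C; growth read as absorbance at 600 nm. Normalized to FeCl3/clioquinol equimolar mix (positive) and DMSO (negative).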
Mm-Cpn inhibitor: inhibitors of Methanococcus maripaludis chaperonin (MmCpn). purified Mm-Cpn ATPase, ADP Transcreener TR-FRET. Potency, µM (highest dose often 76.9 µM), for the others: at the highest dose activity, negative = inhibition, usual class: inhibitors. hit rate 0.031% among 330,000; note: potency is the fitted concentration of half-maximal effect; % is set by controls: 0 for no effect and ±100 for the full control effect; nearly all actives have a fitted effect of over 80% in size
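Purified archaeal chaperonin (25 nM final) was preincubated with compound for 10 min at 37°C, then ATP (10 uM final) was added for 30 min at 37°C in Tris pH 7.4/KCl/MgCl2/DTT buffer. ADP was quantified by HTRF Transcreener TR-FRET.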
pAkt inh: inhibitors of Akt phosphorylation. Neuro2A IGF-stimulated pAkt S473 HTRF, 20 min; stronger effect = lower value. activity change, % for hits at 50 µM. hit rate 0.32% among 360,000. AID 651550; in the data active = activity change below about -80%; inconclusive = mostly about -51% to -80%; note: % is set by controls: 0 for no effect and ±100 for the full control effect
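Single-point screen (50 µM final compound) in Neuro2A cells stimulated 20 min with 6 nM IGF at 37 deg C. After lysis, Ser473-phosphorylated Akt read by HTRF (ex 330 nm, em 615/665 nm) as the 665/615 ratio.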
TGFb SMAD3 inh: blocks TGF-b signaling. hit rate 1.2% among 410,000. HepG2 CAGA-GFP TGF-b/SMAD3 reporter, GFP fluorescence, 18 h; TGF-beta stimulated, 500 pg/mL final. Potency, µM (doses to about 46.1 µM), without a hit: at the highest dose activity, negative = inhibition, usual class: inhibitors; note: potency is the fitted concentration of half-maximal effect; % is set by controls: 0 for no effect and ±100 for the full control effect; nearly all actives have a fitted effect of over 65% in size
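HEPG2 CAGA-GFP reporter cells (1000/well, DMEM with 1% FBS) received compounds, then recombinant TGF-beta at 500 pg/mL final for 18 hours at 37 degrees C. Per-cell GFP summed per well was normalised to unstimulated and stimulated DMSO controls before curve fitting.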
HepG2 viability: counter-screen for TGF-b inhibitors: cytotoxicity in HepG2 cells. HepG2 CAGA-GFP viability, ATP luminescence, 18 h. Potency, µM (highest dose often 46.1 µM), inactives show at the highest dose activity change, negative = cytotoxicity, most hits filed as cytotoxic. hit rate 0.76% among 410,000. AID 588856; note: potency is the fitted concentration of half-maximal effect; some results filed as inactive show a strong effect at the top dose
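CellTiter-Glo luminescence gave cytotoxicity after 18 hours at 37 degrees C. The cells were HepG2 CAGA-GFP in 1% FBS DMEM, stimulated with 500 pg/mL TGF-beta after compound addition. %Activity was normalised to no-cell wells (complete cell-killing) and DMSO (no toxicity), and curves were fitted and classified.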
A549 viability: A549 cytotoxicity, counter-screen for Nrf2 inhibitors; A549 ARE-Fluc cells, CellTiter-Fluor viability, 18-24 h; Potency, µM (doses to about 46 µM), for the others: at the highest dose activity change, negative = cytotoxicity, most hits filed as inhibitors; hit rate 0.16% among 390,000; AID 504648; note: potency is the fitted concentration of half-maximal effect; % is set by controls: 0 for no effect and ±100 for the full control effect
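Cytotoxicity counterscreen: CellTiter-Fluor fluorescence was measured in A549 ARE_Fluc cells after 18-24 h of compound exposure in a concentration series. The subsequent BugLite luminescent read reports ARE-luciferase activity.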
Nrf2 ARE act: Nrf2 pathway activation; AREc32 ARE-luciferase reporter (MCF7-derived line), luminescence, 24 h; Potency, µM (top dose mostly 46.1 µM), for inactives: at the highest dose activation, usual class: activators; hit rate 0.31% among 410,000; note: potency is the fitted concentration of half-maximal effect; % of control where 0% means no effect; nearly all actives have a fitted effect of over 65% in size
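ARE activation measured as luciferase luminescence (Steady-Glo, 30 min RT) in AREc32_Fluc cells after 24 hr compound exposure at 37 deg C, 5% CO2; cells seeded overnight at 1000/well in OPTI-MEM, 5% FBS.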
The depositor's hits bear a star; i = inactive; ? = inconclusive; / = not tested or not shown; & = joins results of further samples; [ ] = another dose, or the depositor's remark. Unless noted, calls come from the whole dose curve; as a rule, active = well fitted curve in the direction sought with a large enough effect; inconclusive = small, poorly fitted or top-dose-only effect, or another doubt; inactive = no such curve, though single readings can be large; an effect the other way counts as inactive or inconclusive.

No. | Molecule | Nrf2 inh | CCT chaperon mod | Abeta yeast res | Mm-Cpn inhibitor | pAkt inh | TGFb SMAD3 inh | HepG2 viability | A549 viability | Nrf2 ARE act
1 | CC(C)(CSc1ncccn1)NS(=O)(=O)c1ccccc1 | 13% | 0.7 | 0% | -1% | i | -3% | 12% | -5% | 0.4%
2 | CCCCN(C(=O)C1CC(=O)N(Cc2ccc(C)cc2)C1)c1c(N)n(CCCC)c(=O)[nH]c1=O (centres undefined) | 15% | 1.3 | -15% | 2% | i | 6% | 1% | 6% | 0.2%
3 | Cc1cc(C)cc(NC(=O)[C@H]2O[C@@H]3OC(C)(C)O[C@@H]3[C@H]3OC(C)(C)O[C@H]32)c1 | 15% | / | -2% | / | / | -19% | -3% | 8% | 0.9%
4 | COc1cccc(C(=O)C(C#N)=C(SC)SC)c1 | ? | 0.0 | -33% | -1% | i | ? | 10µM* | -12% | 9.9%
5 | CCc1cc(C=C(Cl)Cl)oc(=O)c1C | -14% | -3.6 | 4% | 1% | / | 4% | 5% | -20% | 14µM*
6 | CCOC(=O)c1sc(NC(=O)C2c3ccccc3Oc3ccccc32)c(C(=O)OCC)c1C | -2% | / | -16% | / | / | ? | -46% | 16% | 0.3%
7 | CC(C)OC(=O)C1C2C=CC3(CN(Cc4cccs4)C(=O)C13)O2 (centres undefined) | 10% | 0.0 | -20% | -1% | i | 2% | -19% | 1% | -1.4%
8 | COc1cc(OC)c(OC)cc1CN1CCC(O)CC1 | 11% | -0.5 | 1% | -3% | i | 0% | -32% | 1% | 0.1%
9 | COc1ccc(Cl)cc1NC(=O)Cn1c(=O)n(Cc2cccs2)c(=O)c2cccnc21 | -10% | / | 2% | / | / | -6% | -1% | -6% | 4.1%
10 | CC(=O)c1sc(NC(=O)CS(=O)(=O)c2ccc(F)cc2)nc1C | 12% | -5.9 | -6% | -4% | i | -14% | 4% | 5% | 0.0%
11 | COc1ccc(-n2nc(C(=O)NCC(=O)NC(C)C)c3ccccc3c2=O)cc1OC | 6% | -0.2 | -14% | -1% | i | -6% | -7% | 0% | -0.4%
12 | COc1ccc(S(=O)(=O)N2CCCOC2CNC(=O)C(=O)NCc2ccco2)cc1 (centres undefined) | 1% | -2.0 | -2% | -1% | i | 12% | -2% | 0% | 0.1%

One compound at a time (already shown):
Entry for COc1cc(OC)c(OC)cc1CN1CCC(O)CC1 = Nrf2 inh = 11%; CCT chaperon mod = -0.5; Abeta yeast res = 1%; Mm-Cpn inhibitor = -3%; pAkt inh = i; TGFb SMAD3 inh = 0%; HepG2 viability = -32%; A549 viability = 1%; Nrf2 ARE act = 0.1%
Entry for COc1ccc(-n2nc(C(=O)NCC(=O)NC(C)C)c3ccccc3c2=O)cc1OC = Nrf2 inh = 6%; CCT chaperon mod = -0.2; Abeta yeast res = -14%; Mm-Cpn inhibitor = -1%; pAkt inh = i; TGFb SMAD3 inh = -6%; HepG2 viability = -7%; A549 viability = 0%; Nrf2 ARE act = -0.4%

(continued)
No. | Molecule | Nrf2 inh | CCT chaperon mod | Abeta yeast res | Mm-Cpn inhibitor | pAkt inh | TGFb SMAD3 inh | HepG2 viability | A549 viability | Nrf2 ARE act
13 | Cc1ccc2cc(CCNC(=O)c3cccc([N+](=O)[O-])c3)c(=O)[nH]c2c1C | ? | -2.8 | -22% | 4% | i | -13% | -11% | -16% | -0.9%
14 | C#CCOC(=O)c1ccccc1C(=O)O | -2% | -1.4 | 0% | -2% | i | -6% | 2% | -9% | -0.9%
15 | O=C(Nc1ccccn1)c1ccc(Cl)c(S(=O)(=O)N2CCCCCC2)c1 | -18% | -2.9 | -7% | -2% | i | -21% | -15% | -1% | 3.8%
16 | Cc1nnc(C)c2c(C)n(-c3ccccc3)c(C)c12 | 4% | -6.7 | -6% | 0% | i | -4% | -40% | 4% | -0.1%
17 | Cc1c2c(nc3c(C(=O)NC4CCCC4)cnn13)CCCC2 | / | 0.3 | 3% | 2% | i | -2% | -4% | 1% | -0.1%
18 | CN1CCC(N(C)CC(=O)Nc2ccccc2N2CCOCC2)CC1 | 7% | -1.8 | -6% | -1% | i | -6% | 10% | -3% | -0.1%
19 | CC(C)NC(=O)CC(=O)N/N=C/c1ccc(Br)cc1 | 0% | 0.4 | 4% | 0% | i | -30% | -3% | 6% | -0.3%
20 | COc1cc2cc(CCOC(=O)c3ccc(F)cc3)oc(=O)c2cc1OC | -10% | -1.0 | -2% | -2% | i | -15% | 0% | -1% | -0.6%
21 | CC(=C1C(=O)c2ccccc2C1=O)N1CCC(C(N)=O)(N2CCCCC2)CC1 | -10% | 1.0 | 12% | 0% | i | 1% | 3% | 3% | -0.3%
22 | OC[C@@H]1CN(CCNc2ccccc2)C[C@H](n2cnc3c(NCc4ccncc4)ncnc32)O1 | / | -0.9 | -17% | / | / | 5% | -8% | / | -0.4%
23 | CC(=O)Nc1cc(C(=O)O)ccc1S(=O)(=O)c1ccc(C)cc1 | 15% | -0.6 | -12% | 0% | i | -2% | 5% | 4% | -0.2%
24 | CC(C)(C)[C@@H]1CCC(=O)N(CC[C@H](N=[N+]=[N-])c2ccccc2)CC1 | -6% | 0.7 | -18% | 1% | i | ? | -1%&-38% | 0% | 11%
25 | CCOc1ccc(S(=O)(=O)NCc2ccccc2Cl)cc1C(N)=O | -30%&-19% | -2.0 | 14% | 0% | i | ? | -23%&-22% | 8%&3% | 0.0%
26 | CC[n+]1c(C)n(-c2ccccc2)c2ccc(NC(C)=O)cc21 | ? | -0.6 | -2% | 1% | i | 3% | 12% | -13% | -0.2%
27 | COc1cc(CC(=O)Nc2nc(-c3ccc(F)c(F)c3)cs2)cc(OC)c1OC | 12µM* | -0.2 | -2% | 1% | i | 11µM* | -18% | ? | -0.2%
28 | CCCSc1nc(C)c2cc(C)cc(C)c2n1 | 1% | -0.7 | 10% | 3% | i | -13% | 4% | -6% | 0.2%
29 | O=C(CSc1nc2ccccc2c(=O)n1CCCN1CCOCC1)Nc1ccc2c(c1)OCO2 | -5% | -3.7 | -6% | -1% | i | -9% | 1% | -2% | 0.5%
30 | CC1CN(S(=O)(=O)c2ccc(NC(=O)CCN3C(=O)c4ccccc4C3=O)cc2)CC(C)O1 (centres undefined) | 4% | -1.9 | 13% | 2% | i | 8% | 4% | -3% | 0.3%
31 | CCC(=O)Nc1nnc(-c2ccco2)o1 | 8% | -0.1 | -17% | 1% | i | 17% | 20% | -4% | 0.7%
32 | CC1CCCCN1CCNC(=O)c1ccc(Cn2c(SCc3ccccc3)nc3cccnc32)cc1 (centres undefined) | ? | / | -11% | / | / | ? | -64% | -13% | 6.6%
33 | O=C1CC2(CCCCC2)Oc2ccc(OCC(=O)N3CCOCC3)cc21 | / | -2.8 | -8% | -3% | / | -12% | 0% | 4% | -0.2%
34 | COc1ccc2c(c1)CCc1c(C(=O)NCc3ccc(Cl)cc3)noc1-2 | ? | -3.3 | 9% | 0% | i | -8% | -5% | -20% | 0.2%
35 | CC(C)Nc1ccccc1 | 0% | -1.9 | -24% | 2% | i | -6% | -9% | -7% | -0.1%
36 | CCc1cccc2c(C(=O)CSc3nnc(-c4ccncc4)n3C)c[nH]c12 | ? | 1.1 | -11% | -9% | i | 1% | 0% | -7% | 0.5%
37 | O=C(COC(=O)CCCN1C(=O)c2cccc3cccc(c23)C1=O)Nc1cccc(C(F)(F)F)c1 | -21% | -1.8 | 5% | -7% | i | -5% | -19% | -7% | 1.9%
38 | O=C(c1ccc2c(c1)N(Cc1cccc(Cl)c1)C(=O)c1ccccc1S2(=O)=O)N1CCCCCC1 | / | / | 11% | / | / | ? | -10% | -27% | 3.7%
39 | COC(=O)c1sc(NC(=O)c2ccc(Cn3cc(Cl)cn3)o2)c(C#N)c1C | ? | 2.2 | -11% | -2% | i | -8% | -45% | -5% | -0.2%
40 | C=CCn1c(SCC(=O)Nc2ccccc2C)nc2sc(C)c(C)c2c1=O | ? | 0.4 | -15% | -1% | i | -7% | -18% | 1% | -1.1%
41 | CCOc1ccccc1NC(=O)COC(=O)C1CC1 | -20% | -1.7 | -10% | 5% | i | 2% | -69% | 4% | 2.0%
42 | CN(C)S(=O)(=O)n1cc(/C=C(\NC(=O)c2ccccc2F)C(=O)N2CCCC2)c2ccccc21 | ? | 1.6 | 12% | 0% | i | -19% | -1% | -5% | -0.3%
43 | Oc1cccc(/C=N/N2CCN(c3ccccn3)CC2)c1 | 5% | -0.5 | -2% | 1% | i | -1% | 7% | 0% | 0.3%
44 | COc1ccc(-c2nc(-c3cccc([N+](=O)[O-])c3O)cc(=O)o2)cc1OC | 7% | -2.5 | 11% | 0% | i | -4% | 2% | 1% | -0.5%[9.22 µM]
45 | CCOC(=O)C(/C=C(\C#N)C(=O)OCC)=C(/N)N1CCN(c2ccc(OC)cc2)CC1 | 5% | -1.7 | 0% | / | i | 6% | -49% | 0% | 0.3%
46 | CN(C)S(=O)(=O)c1ccc(C(=O)Nc2ccc(CN3CCCC3)cc2)cc1 | 19% | -0.4 | -3% | 0% | i | 6% | 2% | 7% | 0.0%
47 | COc1cccc(CN(CCC(=O)O)Cc2cccc(OC)c2)c1 | / | -0.7 | -3% | / | i | 8% | -2% | / | -0.7%
48 | CCOc1ccc(NC(=O)C2CCN(S(C)(=O)=O)CC2)cc1 | -15% | -2.4 | -13% | 2% | i | -6% | -14% | 10% | -0.5%
49 | O=C1C(Cl)=C(N2CCOCC2)C(=O)N1c1cccc(Cl)c1 | 5% | 1.6 | -3% | 0% | i | ? | -3% | 5% | ?
